LMPTP block: blocks human LMPTP phosphatase. recombinant LMPTP-A, OMFP fluorogenic substrate, fluorescence intensity. inhibition, % at 20 µM. 360,000 tested, 0.22% active. AID 651560;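 active means compounds that cut the enzyme signal by at least half of the control window in the single-dose screen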;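 further: plate controls were DMSO wells with enzyme plus substrate for no effect and substrate without enzyme for full effect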
Target sequence (P24666 whole entry, looked up): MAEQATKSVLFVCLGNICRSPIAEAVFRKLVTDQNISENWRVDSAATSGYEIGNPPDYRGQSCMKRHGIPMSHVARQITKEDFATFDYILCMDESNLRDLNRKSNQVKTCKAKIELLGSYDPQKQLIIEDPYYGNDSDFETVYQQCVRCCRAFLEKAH
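test system = LMPTP-A | amount = 0.625 nM LMPTP-A final | reagent = fluorogenic phosphatase substrate OMFP at 400 µM final | incubation = 50 min at room temperature | benchmarks = no-enzyme low control, uninhibited high control | medium = Bis-Tris pH 6.0, DTT, detergent | signal = fluorescence intensity of OMFP turnover product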
SUMO1-SIM PPI: modulators of human SUMO1-mediated protein-protein interactions | P63165 | SUMO1 binding to a labelled peptide, TR-FRET, 1 h | inhibition, % at 20 µM | 360,000 tested, 0.33% active; in the data active means inhibition above about 37%
Target sequence (P63165 whole entry, looked up): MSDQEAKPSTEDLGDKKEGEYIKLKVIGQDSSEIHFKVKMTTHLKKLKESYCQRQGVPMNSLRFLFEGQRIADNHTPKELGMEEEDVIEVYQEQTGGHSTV
MsrA inhibitor: inhibitors of bovine MsrA; AID 651718; 360,000 tested, 0.75% active; purified bovine MsrA, absorbance read-out; inhibition, % at 15.5 µM; in the data active means inhibition above about 4.5%;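 further: 0% = vehicle wells with enzyme and 100% = reference inhibitor wells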
STEP inh: STEP (human) phosphatase inhibition | P54829 | recombinant STEP, OMFP fluorogenic substrate, fluorescence | inhibition, % at 20 µM | 360,000 tested, 0.25% active;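 active means inhibition at 20 µM, scaled per plate between control wells, above about 37%, limit read from the data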;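 further: 0% = DMSO with enzyme and substrate and 100% = substrate only without enzyme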
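System: STEP (striatal-enriched tyrosine phosphatase) enzyme, cell-free; medium: Bis-Tris pH 6.0 buffer with DTT, detergent; dosing: 20 µM, 1% DMSO; times: reaction 20 min, ambient temperature; detection: fluorescence, 480/540 nm; read-out basis: normalized % inhibition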
Rpn11 inh: blocks the human proteasome subunit Rpn11 | O00487 | human 26S proteasome, Ub4-pepOG fluorescence polarization; 20S core pre-blocked with epoxomicin | calls only at 20 µM | 360,000 tested, 0.59% active;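 active means inhibition at 20 µM, scaled to each plate's controls, above about 33%, limit read from the data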
Tb MetRS inh: blocks T. brucei methionyl-tRNA synthetase activity. purified T. brucei MetRS, ATP depletion, Kinase-Glo luminescence. inhibition, % at 11.9 µM. 360,000 tested, 0.4% active. AID 624268;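 active means inhibition above a per-plate cutoff of the control wells' mean inhibition plus 3 SD, cut at about 5.5% in these data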;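 further: 0% = DMSO wells median and 100% = median of wells with control inhibitor compound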
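Assay system: T. brucei methionyl-tRNA synthetase, purified | Medium: HEPES buffer with MgCl2, KCl, DTT, spermine, BSA, pyrophosphatase | Compound: 11.9 µM single point | Incubation: 15 min enzyme-compound preincubation, 2 h reaction, 10 min detection, 25 °C | Measured by: Kinase-Glo luciferase luminescence reporting remaining unconsumed ATP | Measure: % inhibition normalized to control-well medians | Replication: Singlicate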
Scp1 inh: inhibitors of human Scp-1 phosphatase | Q9GZU7 | Recombinant Scp1, phosphopeptide, malachite green phosphate absorbance | inhibition, % at 20 µM | 340,000 tested, 0.88% active | AID 493091;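 active means inhibition above about 50% at 20 µM, limit read from the data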;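 further: plate controls were DMSO wells with enzyme for no effect and wells lacking enzyme for full effect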
Target sequence (Q9GZU7 76-261 limits assumed): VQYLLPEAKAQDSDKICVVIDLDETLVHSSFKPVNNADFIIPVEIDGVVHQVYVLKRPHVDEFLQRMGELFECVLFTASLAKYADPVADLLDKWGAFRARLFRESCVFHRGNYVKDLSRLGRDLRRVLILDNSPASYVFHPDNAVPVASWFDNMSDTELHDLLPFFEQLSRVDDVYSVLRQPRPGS
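Times: enzyme reaction 45 min at room temperature, colour 5 min, stabilisation 30 min. Material: SCP-1 catalytic fragment, aa 76-261. Medium: Acidic Tris acetate buffer with magnesium and detergent. Signal: colorimetric free-phosphate detection, absorbance 630 nm. Read-out basis: % inhibition of SCP-1 phosphate liberation. Reagent: Phosphorylated 17-residue peptide substrate.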
CSN inh: CSN deneddylation inhibition; Purified CSN, SCF-Nedd8-OG deneddylation, fluorescence polarization; inhibition, % at 12.5 µM; 360,000 tested, 0.38% active;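 active means pattern-corrected inhibition above about 35%, with an unprinted fluorescence ratio check between 0.5 and 1.5, limit read from the data, passing the limit was not always enough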;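 further: 0% = enzyme with substrate and 100% = substrate without enzyme; some results filed as inactive read as strong as hits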
Target sequence (Q92905 whole entry, looked up, one chain of several): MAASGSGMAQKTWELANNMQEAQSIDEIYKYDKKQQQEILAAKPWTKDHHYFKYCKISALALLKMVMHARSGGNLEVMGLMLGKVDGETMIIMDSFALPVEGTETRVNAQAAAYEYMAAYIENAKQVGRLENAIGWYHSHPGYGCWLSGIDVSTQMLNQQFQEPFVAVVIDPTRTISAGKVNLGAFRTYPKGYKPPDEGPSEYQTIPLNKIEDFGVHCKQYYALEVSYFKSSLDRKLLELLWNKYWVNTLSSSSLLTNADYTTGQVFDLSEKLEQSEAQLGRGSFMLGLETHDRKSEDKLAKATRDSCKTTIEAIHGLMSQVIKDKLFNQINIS
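Assay system: HEK293T-derived human Csn5 enzyme; quantity: 0.24 nM enzyme; medium: Tris/NaCl/DTT buffer, pH 7.5; also added: substrate SCFSkp2-Nedd8OG, 10 nM; doses: 12.5 µM compound; schedule: 90 min reaction at room temperature; signal: FP; read-out: % inhibition of substrate cleavage by Csn5; benchmarks: substrate-only high control, full reaction low control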
DNMT1 block: blocks human DNA methyltransferase DNMT1; inhibition (reported as % activation of signal), % at 10 µM; P26358; DNMT1 molecular beacon, Hinp1I cleavage, fluorescence; AID 588458; 360,000 tested, 0.83% active; in the data active means inhibition above about 50%
NadD block: blocks S. aureus nicotinate mononucleotide adenylyltransferase; 360,000 tested, 0.78% active; inhibition, % at 20 µM; AID 602399; purified NadD enzyme, colorimetric absorbance read-out; in the data active means inhibition above about 26%; further: some compounds past the cut are filed as inactive
* hit, by the source's call; i = inactive; · = not tested or not shown.

Order of values – NadD block, CSN inh, Rpn11 inh, Scp1 inh, STEP inh, DNMT1 block, MsrA inhibitor, LMPTP block, SUMO1-SIM PPI, Tb MetRS inh
> COC(=O)c1[nH]c2ccccc2c1NC(=O)C(C)N1CCOCC1 (stereo not drawn)
→ 0.5, 3.7, i, -10.7, -1.4, -1.3, 0.0, -1.2, 2.9, -0.7
> Cn1cc(CN(CCO)Cc2cccs2)c(-c2ccccc2F)n1
→ 0.4, -0.2, i, -7.1, -4.1, 0.3, -0.3, -0.4, -0.9, -1.4
> CN(C)CCNC(=O)c1ccc(CS(=O)(=O)c2ccc(Br)cc2)o1
→ -6.0, -1.5, i, -1.2, -3.0, -0.2, 1.6, -1.7, -0.2, -0.3
> OCCNCCO
→ 3.3, -2.2, i, 1.4, -2.0, -3.9, 0.4, -2.1, 0.2, 0.1
> CCOC(=O)c1nn(-c2ccc3c(c2)CCN3C(C)=O)cc1O
→ -2.7, 0.4, i, -11.6, -5.4, 0.5, 2.4, 0.0, 0.2, 0.1
> CCOc1ccc(-n2nnc3c(=O)n(CC(=O)Nc4cc(C)on4)cnc32)cc1
→ -5.3, -3.3, i, -5.8, -0.1, -4.4, -1.0, 0.7, 8.5, -0.5
> O=C(c1cc(C2CC2)on1)N1CCN(c2ccccc2)CC1
→ -3.6, -2.1, i, -4.8, -3.7, 6.9, -1.0, -0.3, 1.0, -0.2
> CC1CC(C)CN(S(=O)(=O)c2ccc(Cl)cc2)C1 (stereo not drawn)
→ -0.5, 1.9, i, -2.2, 2.8, -4.4, -0.3, 1.8, -1.6, -1.0
> COc1ccc(NC(=O)COc2ncnc3ccccc23)cc1S(=O)(=O)N1CCOCC1
→ -3.8, -4.7, i, -2.6, 0.1, 0.4, 0.5, -0.8, -2.1, -0.6
> Cn1c(=O)c(=O)n(C)c2cc(S(=O)(=O)N3CCC(N4CCCCC4)CC3)ccc21
→ 0.8, 0.4, i, -11.2, -2.6, 3.7, 2.2, -2.8, 2.1, 0.6
> C=CCOc1ccc(CN(C)Cc2nc3cc(C(F)(F)F)ccc3c(=O)[nH]2)cc1
→ -7.5, -2.7, i, 2.0, 0.5, 4.7, 1.4, 0.8, 1.3, 0.2
> CCNc1nn2ccccc2c1/C=C(\C#N)C(=O)OCC
→ -6.3, 1.7, i, -7.1, 0.3, 0.0, 0.9, 1.3, -27.9, -0.4
> COC(=O)c1ccc(C23CC4(C2)[C@H](CN(CC2CCCCC2)[C@@H]4c2ccccc2)C3c2ccc(Cl)nc2)cc1 (stereo partly drawn)
→ 35.0*, -0.6, i, 4.0, -1.0, 2.2, 0.8, 1.3, 6.6, -0.1
> Cc1ccc2oc(=O)c3cc(C(=O)NCCCN4C(C)CCCC4C)sc3c2c1 (stereo not drawn)
→ 2.9, 1.8, i, -0.9, -2.5, 2.1, 1.8, 4.6, -23.5, 0.4
> CN(Cc1ccccc1)C(=O)CN(c1ccccc1Cl)S(C)(=O)=O
→ -4.0, 3.5, i, 0.1, -4.7, 2.7, -0.5, -0.5, 1.4, -1.7
> COc1ccc(NS(=O)(=O)c2ccc3ccccc3c2)c2ncccc12
→ -9.7, -3.6, i, -4.4, -1.8, -3.3, 1.8, 1.4, -8.4, -0.2
> COc1cc(NC(=S)NN2CCN(C)CC2)cc(OC)c1
→ 0.4, 2.0, i, 0.5, -2.1, -0.9, -0.4, -1.9, -1.3, 0.3
> CC(OC(=O)C1CCCC1)C(=O)Nc1ccc(S(N)(=O)=O)cc1 (stereo not drawn)
→ -4.4, -3.3, i, -3.5, 2.5, 0.8, 0.1, 0.5, -1.0, -0.7
> O=C(NCCO)c1c(O)c2cccc3c2n(c1=O)CC3
→ -1.6, -3.3, i, -12.7, 0.8, -0.1, 0.1, -1.4, 0.1, -0.3
> Nc1ccc2c(c1)[nH]c(=O)c1ccccc12
→ -1.9, -5.7, i, -0.3, 1.8, 80.0*, 1.5, -0.2, -3.0, 0.1
> COCCn1cc(C(=O)N2CCCC(C)C2)c2c3ccccc3n(C)c2c1=O (stereo not drawn)
→ -4.1, -0.2, i, -9.7, 5.1, 2.2, 2.9, 0.0, -2.7, -0.8
> COc1cc(C(=S)N(C)C)ccc1O
→ -0.9, 1.8, i, -9.3, 1.9, 9.5, 1.2, 0.7, -0.4, -0.7
> O=C(CSc1nc2[nH]ncc2c(=O)n1-c1ccc(Cl)c(Cl)c1)NCc1ccccc1Cl
→ 6.8, 3.5, i, -10.4, -3.5, -2.4, -0.3, -0.1, -0.1, -0.1
> Cc1cc(C)c2cc(C(c3nnnn3C3CCCC3)N3CCOCC3)c(=O)[nH]c2c1 (stereo not drawn)
→ 0.2, -3.3, i, -8.0, 2.1, 2.1, -0.6, -0.5, -8.6, 0.0
> O=c1c2ccccc2ncn1Cc1nc2ccccc2s1
→ -5.9, 2.2, i, -12.2, -1.7, 1.4, 0.8, -0.2, 2.0, 1.0
> O=C(C(=O)N1CCN(C(=O)c2ccco2)CC1)c1cc2ccccc2o1
→ ·, -4.8, ·, ·, ·, ·, 2.5, -0.1, -13.3, -0.4
> Cc1ccc(CNC(=O)Cc2cn(C)c3ccccc23)cc1
→ 1.6, -4.2, i, 3.6, 26.6, 2.8, -0.4, 0.2, 7.7, -0.5
> O=C(NCc1ccccc1)C1CCC(=O)N(CCN2CCOCC2)C1 (stereo not drawn)
→ 5.9, -6.2, i, 1.2, -1.6, -1.2, -1.1, 0.3, -2.7, -0.9
> O=C(Nc1ccc(C(F)(F)F)cc1)c1cccc(-n2cnnn2)c1
→ 0.4, -3.6, i, -7.9, -0.9, -0.6, 2.2, 1.1, 0.9, 0.1
> CCN(CC)C(=O)Cn1cc(S(=O)(=O)CC(=O)NCc2ccc3c(c2)OCO3)c2ccccc21
→ 0.4, 0.6, i, -5.4, -2.0, 0.5, -1.3, -0.8, 4.7, -0.6

Structures above printed as active in DNMT1 block:
Compound | NadD block | CSN inh | Rpn11 inh | Scp1 inh | DNMT1 block | MsrA inhibitor | LMPTP block | SUMO1-SIM PPI
Nc1ccc2c(c1)[nH]c(=O)c1ccccc12 | -1.9 | -5.7 | i | -0.3 | 80.0* | 1.5 | -0.2 | -3.0

Additional compounds:
Order of values – NadD block, CSN inh, Rpn11 inh, Scp1 inh, STEP inh, DNMT1 block, MsrA inhibitor, LMPTP block, SUMO1-SIM PPI, Tb MetRS inh
> CCOC(=O)c1sc(NC(=O)C2CCCCC2)nc1C
→ -3.5, -2.6, i, -16.4, 0.9, -0.7, -1.3, 1.4, 1.6, -0.1
> COc1cc(OC)cc(C(=O)Nn2cc(C(=O)Nc3ccccc3F)c3ccccc3c2=O)c1
→ 9.1, -0.9, i, 29.2, -0.2, -0.1, 0.1, 1.2, 10.6, -1.2
> CC(C)(O)C#CC#CCN1CCOCC1
→ 0.6, 0.0, i, -5.9, 0.2, -3.1, -0.6, 0.1, -0.9, -1.4
> CCCCCCCOc1ccc(OC(=O)c2ccncc2)cc1
→ 3.2, -3.8, i, 19.2, 2.6, -0.9, -0.3, 0.5, -0.6, -1.0
> O=C(c1ccc2c(c1)OCO2)N1CCc2ccccc2C1
→ 14.6, 3.9, i, -6.4, -4.5, 0.9, 1.7, -4.4, 1.7, -0.9
> COCCCn1c(SCC(=O)N2CCCC(C)C2)nnc1-c1ccco1 (stereo not drawn)
→ -0.9, 1.4, i, -8.7, 2.5, 3.5, 0.1, -1.1, 2.1, -0.7
> O=C(Cn1nc(Cc2cccnc2)c2ccccc2c1=O)NCCCN1CCCC1=O
→ -8.0, -0.7, i, -4.2, -1.5, 0.0, -0.2, -0.5, -2.2, 0.0
> O=C(O)c1cc([N+](=O)[O-])ccc1C(=O)Nc1cccc([N+](=O)[O-])c1
→ -1.8, -2.3, i, -3.9, 1.9, -1.6, -0.3, -1.7, -19.4, -0.5
> CC(C)C(=O)N(c1ccc2oc(=O)sc2c1)S(=O)(=O)c1cccs1
→ -0.8, 6.9, i, -7.1, 1.6, -2.2, -0.8, -1.1, 1.8, -1.6
> CN(C(=O)c1ccc(NC(=O)Cc2ccc(NC(=O)C3CCCN(C(=O)c4ccccc4)C3)cc2)cc1)C1CC1 (stereo not drawn)
→ 3.4, 3.8, i, -8.1, 1.8, -0.7, -0.4, -0.8, -3.1, 0.2
> CCOC(=O)N1CCN(c2nnnn2-c2ccccc2)CC1
→ 4.1, -5.6, i, -4.8, 2.6, 3.1, -0.2, -1.2, 1.8, -1.1
> N#Cc1cnn(Cc2ccc(Cl)cc2)c1N
→ 7.3, 1.3, i, 2.3, -0.8, 9.6, -1.6, -0.1, -0.2, 0.1
> Fc1cccc(Cl)c1CSc1nnc(COc2cccc3cccnc23)o1
→ 7.3, -3.8, i, -4.6, 4.4, -1.6, 1.6, 1.2, 0.7, 0.3
> O=C(Nc1nc2ccc3ccccc3c2s1)c1ccc(N2CCCCC2)c([N+](=O)[O-])c1
→ 10.8, 1.7, i, -2.7, 1.2, 0.9, -1.1, 1.1, -5.5, -0.2
> COc1ccc(S(=O)(=O)Cc2ccc(C(=O)N3CC(C)CC(C)C3)o2)cc1 (stereo not drawn)
→ -0.8, -3.8, i, -6.9, -1.8, -0.1, 0.4, 0.7, 1.1, -0.5
> CC1CN(C(=O)[C@@H]2CCCN2S(=O)(=O)c2ccc(Cl)cc2)CC(C)O1 (stereo partly drawn)
→ -0.4, -2.2, i, -9.5, -3.2, -3.2, 0.3, -3.6, -3.4, 0.0
> COCCNC(=O)C(=O)NNS(=O)(=O)c1ccc(Cl)cc1
→ -1.9, -2.2, i, 2.2, -1.2, 0.2, 1.3, -1.2, 2.6, 0.2
> C/C(=N\NC(=O)c1cccc(S(=O)(=O)N2CCCC2)c1)c1ccc(C)cc1
→ -2.0, 0.8, i, -1.2, 2.6, -0.8, -0.1, -0.1, 6.4, -0.4
> C/C(=N\NC(=O)c1ccccc1)c1ccc(NC(=O)c2cccs2)cc1
→ 3.0, -4.2, i, -3.9, -0.8, 1.2, -1.1, -1.7, 2.7, 0.2
> CCOC(=O)C1=C(COC(=O)/C=C/c2ccc(C)o2)NC(=O)NC1C (stereo not drawn)
→ 3.1, 7.7, ·, -0.7, -5.0, 2.6, 2.5, 0.6, -21.9, -0.1
> O=C(Nc1ccccc1N1CCN(C(=O)c2ccc(Cl)cc2)CC1)c1cccnc1
→ -3.4, -3.1, i, 5.0, 0.9, -11.2, -0.7, 0.5, -3.4, -0.6
> CN(C)S(=O)(=O)c1ccc2c(c1)c(=O)c(C(=O)N1CCOCC1)cn2C
→ 3.7, -5.4, i, -6.9, -2.9, -0.6, 1.5, 0.4, -1.1, 0.3

Screening results: PubChem, several laboratories
